Screens (PubChem BioAssay)
DAX1 inh-1 – DAX1 (NR0B1) inhibition, primary screen; AID 652010; HEK293T StAR-luciferase reporter, SF-1/DAX-1 repression relief; 1.1% of 370,000 active; inhibition, % at 6.8 µM;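 active = inhibition above the mean over all tested compounds plus 3 SD, cut at about 3.6% in these data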;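 also: 0% = DAX-1 cells with DMSO and 100% = cells lacking DAX-1 with DMSO; higher inhibition means more luminescence from relief of DAX-1 repression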
HGIII-sPLA2 inh – Blocks human group III sPLA2 activity; Q9NZ20; QFRET BODIPY PC-A2 liposome hydrolysis, fluorescence; inhibition, % at 12.2 µM; 0.56% of 370,000 active; AID 743126;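 active = inhibition above mean plus 3 SD of compounds lying within the high and low control bounds, cut at about 19% in these data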;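 also: 0% = median of test compound wells and 100% = no enzyme DMSO wells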
ADAM10 inh – inhibits human ADAM10; O14672; recombinant ADAM10, EDANS/DABCYL FRET peptide cleavage, 3 h; inhibition, % at 7 µM; 0.62% of 370,000 active;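 active = inhibition above a per-campaign cutoff equal to the mean of compounds falling between control-based bounds plus 3 SD, cut at about 20% in these data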;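 also: 0% = DMSO wells while the 100% control is not disclosed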
ssDAF-12 act – S. stercoralis DAF-12 activation, primary screen. HEK293 ssDAF-12/GRIP1 lit1-tk-luc reporter, luminescence; % of 3 µM dafachronic acid response. activation, % at 6.8 µM. 1% of 370,000 active. AID 652126;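 active = activation above the mean over all tested compounds plus 3 SD, cut at about 0.9% in these data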;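 also: 0% = DMSO-only wells and 100% = 3 µM delta7-dafachronic acid wells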
PLCg1 inh – PLC-gamma1 (human) inhibition, primary screen. P19174. purified PLC-gamma1, fluorogenic substrate, fluorescence. inhibition, % at 12.2 µM. 0.84% of 370,000 active. AID 720700; in the data active = inhibition above about 9.5%
hgDAF-12 ag – hgDAF-12 agonism, primary luciferase screen; HEK293 GAL4-hgDAF12 UAS-luciferase reporter, agonist luminescence; normalized to butyrate control; activation, % at 6.8 µM; 1.8% of 370,000 active; AID 687014;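 active = activation above a cutoff set at the mean of all screened compounds plus 3 SD, cut at about 10% in these data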;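 also: 0% = DMSO wells and 100% = sodium butyrate wells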
DAX1 inh-2 – inhibits human nuclear receptor DAX1; HEK293 Gal4-DAX1 luciferase reporter, luminescence; inhibition, % at 6.75 µM; 0.99% of 340,000 active; AID 504766;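 active = inhibition above the mean over all tested compounds plus 3 SD, cut at about 4.2% in these data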;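 also: 0% = DAX1-transfected cells with DMSO and 100% = empty-vector control cells with DMSO; inhibition shows as a rise in luminescence from relieved DAX1 repression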
ADAM17 inh – ADAM17 inhibition, QFRET primary screen; 0.83% of 370,000 active; recombinant ADAM17, EDANS/DABCYL FRET peptide cleavage; inhibition, % at 6.95 µM; P78536;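 active = inhibition above the mean of compounds lying between control limits plus 3 SD, set per campaign, cut at about 8.5% in these data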;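 also: 0% = DMSO-only wells as the low control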
hcDAF-12 act – activators of H. contortus DAF-12 nuclear receptor | activation, % at 6.8 µM | HEK293 hcDAF-12 lit1-tk-luc reporter, luminescence; 0% DMSO, 100% Δ7-dafachronic acid | AID 652067 | 1.4% of 370,000 active;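 active = activation above the mean of all tested compounds plus 3 SD, cut at about 5.5% in these data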;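 also: 100% = response to 3 µM Δ7-dafachronic acid high control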
PLC-beta3 inh – inhibitors of human phospholipase C beta3; AID 720704; 0.18% of 370,000 active; Purified PLC-beta3, fluorogenic substrate, fluorescence; Q01970; inhibition, % at 12.2 µM; in the data active = inhibition above about 11%;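 also: 0% = median of compound wells on plate and 100% = full blocker control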
Target sequence (Q01970 whole entry, looked up): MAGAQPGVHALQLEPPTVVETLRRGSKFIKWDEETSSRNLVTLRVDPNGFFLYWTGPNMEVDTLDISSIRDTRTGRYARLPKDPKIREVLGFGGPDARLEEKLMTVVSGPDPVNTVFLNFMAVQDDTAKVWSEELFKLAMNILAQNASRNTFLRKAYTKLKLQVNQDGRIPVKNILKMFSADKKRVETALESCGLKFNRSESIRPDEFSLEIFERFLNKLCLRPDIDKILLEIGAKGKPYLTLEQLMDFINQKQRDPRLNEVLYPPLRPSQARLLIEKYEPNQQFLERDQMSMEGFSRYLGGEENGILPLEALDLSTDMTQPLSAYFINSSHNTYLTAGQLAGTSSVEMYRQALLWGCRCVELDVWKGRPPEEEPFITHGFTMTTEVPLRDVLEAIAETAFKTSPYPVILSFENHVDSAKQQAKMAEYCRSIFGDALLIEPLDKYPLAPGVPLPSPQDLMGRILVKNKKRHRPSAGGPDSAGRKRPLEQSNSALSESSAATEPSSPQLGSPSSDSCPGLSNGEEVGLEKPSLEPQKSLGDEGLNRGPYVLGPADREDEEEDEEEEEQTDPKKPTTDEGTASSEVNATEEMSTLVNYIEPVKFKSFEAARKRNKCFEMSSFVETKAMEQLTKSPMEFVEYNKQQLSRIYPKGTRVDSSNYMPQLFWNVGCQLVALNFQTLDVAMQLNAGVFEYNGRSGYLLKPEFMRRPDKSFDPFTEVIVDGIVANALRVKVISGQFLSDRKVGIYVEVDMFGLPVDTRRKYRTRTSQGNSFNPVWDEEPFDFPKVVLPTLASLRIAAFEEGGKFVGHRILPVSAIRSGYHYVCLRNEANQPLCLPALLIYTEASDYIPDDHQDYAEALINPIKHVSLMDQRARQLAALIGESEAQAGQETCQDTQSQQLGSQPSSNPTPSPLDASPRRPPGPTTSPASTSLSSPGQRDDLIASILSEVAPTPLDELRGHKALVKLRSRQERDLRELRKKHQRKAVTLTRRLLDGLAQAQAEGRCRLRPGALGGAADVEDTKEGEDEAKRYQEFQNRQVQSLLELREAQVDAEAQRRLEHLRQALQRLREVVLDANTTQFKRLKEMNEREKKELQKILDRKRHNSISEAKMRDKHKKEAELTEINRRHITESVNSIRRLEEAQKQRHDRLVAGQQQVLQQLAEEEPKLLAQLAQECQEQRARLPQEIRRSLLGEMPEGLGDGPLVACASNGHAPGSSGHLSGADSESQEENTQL
GAA850 FXN act – activators of GAA850 frataxin (FXN) promoter | 0.56% of 360,000 active | HEK293 lucGAA850 FXN promoter luciferase reporter, 24 h; percent of 10 µM SAHA response | activation, % at 6 µM;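 active = activation above the average of all compounds screened plus 3 SD, cutoff fixed separately per campaign, cut at about 7.5% in these data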;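 also: 0% = DMSO wells and 100% = 10 µM SAHA wells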
Starred values were filed as active, the others as inactive; . = not tested or not shown. This is a random part of the collection. Share with any hit: about 6.9%.

SMILES	DAX1 inh-1	HGIII-sPLA2 inh	ADAM10 inh	ssDAF-12 act	PLCg1 inh	hgDAF-12 ag	DAX1 inh-2	ADAM17 inh	hcDAF-12 act	PLC-beta3 inh	GAA850 FXN act
O=C(c1ccccc1)c1sc(N2CCCCCC2)nc1-c1ccccc1	-0.1	-7	16	-0.8	-7	-1.4	-0.5	-3	-0.8	-9	1.7
CC(=O)c1cccc(NC(=O)C=C(C)C)c1	0.2	9	-6	-1.6	-3	-0.4	1.4	-7	-1.1	-5	1.2
O=C(CSc1nc2ccccc2c(=O)n1-c1ccccc1Cl)NCC1CCCO1 (centres undefined)	-2.2	0	-7	-1.3	-1	-2.1	0.1	-1	-1.1	-4	1.3
Cc1nnc(C)n1/N=C/c1ccccc1	0.5	1	-4	-1.4	3	0.1	-0.1	5	-0.2	0	1.3
CCOC(=O)N1CCN(c2nc(-c3cccs3)nc3ccccc23)CC1	-0.8	-9	-5	-0.8	-20	-0.8	-2.0	1	-2.6	-28	1.1
Cc1ccccc1NC(=O)CN1C(=O)c2ccccc2C1=O	-0.2	-3	-1	-1.2	1	-3.1	2.4	-2	-0.5	-3	1.0
N#C/C(=N\Nc1ccc(Cl)cc1)C(N)=S	-1.5	1	6	-1.3	2	0.5	-1.6	0	0.5	-3	-2.2
Cc1ccc(/C=N/NC(=O)CN2CCN(Cc3ccccc3)CC2)s1	0.0	1	1	-0.7	4	-0.9	0.0	-2	-1.2	10	0.3
COc1cccc2cc(-c3cc(=O)oc4cc(C)c(OCC(C)=O)cc34)oc12	2.5	8	7	-1.5	-7	1.0	0.2	1	-0.6	-27	0.9
CC(O)(Cc1cccnc1)c1cccs1 (centres undefined)	1.1	8	-17	-0.8	3	0.1	0.1	1	0.6	4	0.3
O=C(NCCC1=CCCCC1)C1CCN(S(=O)(=O)c2cccc(C(F)(F)F)c2)CC1	0.3	-10	-1	-1.3	-2	-4.1	-0.1	1	-1.8	-5	0.4
O=C(CC(=O)N/N=C\c1c(Cl)cccc1Cl)NCc1ccccc1	-1.1	-17	-4	0.1	1	-3.1	-0.1	-1	-1.6	-2	0.1
O=C(Nc1cccc(Cl)c1)c1ccc(=O)[nH]n1	-0.3	-36	-1	0.2	1	1.9	0.4	-3	-0.1	-6	-1.4
CCN(CC)S(=O)(=O)c1ccc2c(c1)c(=O)c(C(=O)NCCc1ccc(OC)c(OC)c1)cn2C	0.0	-4	-4	-0.7	-1	-1.5	-0.4	-1	0.6	-4	3.7
O=C(Nc1ccc(N2C(=O)CC3(CCCCC3)C2=O)c(Cl)c1)c1ccccn1	.	4	-3	-1.7	-1	5.0	.	-3	-0.6	4	.
CC(c1ccccc1)N1C(=O)c2ccccc2C1(O)Cc1ccccc1 (centres undefined)	0.2	2	-31	-1.0	-2	3.7	3.0	-1	-0.9	-4	-0.8
Cc1[nH]nc2c1C(c1cccc(OC(=O)N3CCOCC3)c1)C(C#N)=C(N)O2 (centres undefined)	-0.5	7	7	-0.8	7	0.0	0.2	3	-0.5	5	-0.5
CCOC(=O)[C@@H](C)N(Cc1ccc(OC)cc1)S(=O)(=O)N(Cc1ccccc1)[C@H](C(=O)OC)C(C)C	0.4	-4	12	-1.6	1	1.3	-0.5	3	-2.1	0	11*
O=c1[nH][nH]c(-c2ccccc2O)c1C(C[N+](=O)[O-])c1ccc(Cl)cc1Cl (centres undefined)	0.2	-15	1	-0.6	-2	0.2	-0.2	1	-0.4	-2	0.8
CN(NC(=O)Nc1ccc(Cl)cc1)c1ncc(C(F)(F)F)cc1Cl	1.3	-2	3	-1.0	-1	2.1	-0.4	-2	1.7	0	1.9
COCCCNC(=O)C1CCC(CNS(=O)(=O)c2ccc(Cl)cc2)CC1 (centres undefined)	0.2	0	-5	-1.5	-2	1.4	-1.0	-6	-0.5	-7	-1.9
COc1ccc(OC)c(NC(=O)CSc2nnc(C3CCCCC3)n2-c2ccccc2)c1	-0.3	-8	11	-1.0	0	-1.6	-1.1	-2	0.7	2	-4.3
COc1ccc(NS(=O)(=O)c2cccc(C(=O)N/N=C/c3cn(-c4ccccc4)nc3-c3ccc(OC)cc3)c2)cc1	0.5	-1	-3	-1.5	-2	0.6	-1.0	-5	1.4	-8	0.8
CSc1ncc2ncn(C3OC(CO)C(O)C3O)c2n1 (centres undefined)	0.0	9	-16	-1.3	2	0.5	1.5	-6	-2.0	-7	0.7
O=C1NN(c2ccccc2)C(=O)/C1=C\c1ccccc1	-0.3	-3	0	-0.2	2	2.4	0.1	0	-0.2	-2	1.3
Cn1c(N)c(C(=O)COC(=O)COc2ccc(Br)cc2)c(=O)n(C)c1=O	-1.6	-7	-5	-0.8	-2	0.1	0.4	-1	-0.3	0	1.6
Cc1ccc(C(=O)/C=C/C(=O)c2ccc(C)cc2)cc1	-1.3	1	6	-0.9	3	2.5	-0.3	-1	-1.5	-1	5.3
Cc1c(C)c2ccc(OCC(=O)NC(Cc3c[nH]c4ccc(O)cc34)C(=O)O)c(C)c2oc1=O (centres undefined)	0.7	-7	-55	-1.1	-10	-2.2	1.4	-10	0.2	-9	1.7
CC1Cc2ccccc2N1C(=O)CN1CCC(C(N)=O)CC1 (centres undefined)	1.8	7	-7	-2.0	1	-0.1	-0.2	-5	-0.7	-4	-1.5
C[C@H](OC(=O)NCc1ccc(C(F)(F)F)cc1)[C@@H]1O[C@@]2(C)CCC[C@@H]1O2	-0.2	0	3	-1.3	0	-0.7	1.9	-2	-1.1	2	0.2
O=C(Cn1cc(C(F)(F)F)cc(Cl)c1=O)NCc1ccc(Cl)cc1Cl	0.2	3	5	-0.4	1	0.6	0.0	-1	0.5	-3	0.2
c1cnc(Sc2ccc3nnnn3n2)nc1	-0.5	-2	2	1.3*	2	1.7	1.0	0	-0.7	-4	-2.2
Brc1ccc(NCc2nnc3n2CCCCC3)cc1	-0.2	4	2	-1.3	-3	-0.9	-0.1	-1	1.7	3	0.2
CC(C)CCNC(=O)C(c1ccco1)N(CC1CCCO1)C(=O)Cn1nnc2ccccc21 (centres undefined)	-0.5	8	5	-0.6	1	-0.5	-0.4	-3	-1.1	4	-2.9
CCSc1nnc(NC(=O)CSc2nc3c(cc2C#N)CCCC3)s1	1.8	9	-13	-1.3	-156	1.3	0.3	-8	-0.3	-173	4.6
Cc1cc(N2CCN(c3ccccc3)CC2)nc(-c2ccccc2)n1	-1.4	1	7	-1.4	-2	-2.0	-2.1	0	-3.5	0	1.8
COc1cccc(NC(=O)N2CCCC2C(=O)NCC(C)C)c1 (centres undefined)	-0.4	4	-10	-1.1	1	-2.0	0.3	-1	1.2	7	-1.3
O=C1c2ccccc2C2Cc3nnccc3CN12 (centres undefined)	0.9	-6	-11	-0.5	-3	2.1	.	2	0.4	-3	.
O=C(Cn1c(=O)oc2ccccc21)Nc1cccc(Cl)c1	-0.7	0	4	-1.4	-6	-1.0	-1.2	-1	-1.4	-8	0.4
CSc1nsc(SCC(=O)Nc2ccc(OC(C)=O)cc2)n1	1.6	-4	-2	-0.5	0	11*	3.1	-4	1.4	-10	5.2
CCCc1cc(C(=O)Nc2cc(Cl)ccc2O)no1	0.9	-27	-6	0.4	3	11*	3.1	-1	5.6*	-13	4.5
C=CCc1c(C)[nH]c(=O)[nH]c1=O	-0.1	1	-2	-1.2	3	1.4	-1.1	1	-1.1	-1	1.1
O=C(c1cccc(NS(=O)(=O)c2cccc(C(F)(F)F)c2)c1)N1CCOCC1	-1.4	-8	3	-0.6	2	-0.9	-0.4	0	-0.6	-5	-0.2
Cc1ccc(S(=O)(=O)N(C)CC(=O)Nc2ccccc2)cc1	-0.6	-1	-3	-1.6	7	1.1	-0.9	1	0.0	2	0.3
CC/C(=N\NC(=O)c1cccnc1)c1ccc2c(c1)OCCO2	0.9	4	-3	-0.5	-1	6.5	0.9	-2	-0.5	-4	3.4
CCn1cc(/C=C(\NC(=O)c2ccc(OC)c(OC)c2)C(=O)NCCCN2CCOCC2)c2ccccc21	0.0	4	7	-0.4	1	2.5	-2.0	-1	-1.5	-7	-1.0
C[C@]12C=CC(=O)C=C1CCC1C3CC[C@](O)(C(=O)CO)[C@@]3(C)CC3OC312 (some centres undefined)	0.0	15	-8	-0.4	5	-2.1	0.2	-3	-1.1	-3	2.6
C/C(=N\NC(=O)c1c(C)nc2ccccn12)c1ccco1	1.2	1	-54	-0.7	-25	10	2.0	-20	3.0	-31	0.8
C[C@H]1CN=C(N(C)C)N1CCCCc1ccccc1	-0.5	9	4	-1.1	1	1.1	0.2	-5	-1.2	1	0.7
CC(C)[C@H](NC(=O)c1nn(Cc2ccccc2)c(=O)c2ccccc12)C(=O)O	-0.2	1	13	-1.2	2	-0.9	-0.4	3	1.6	-5	0.7
Cn1c(=O)c2c(nc(CN3CCC(C(N)=O)CC3)n2CCCc2ccccc2)n(C)c1=O	0.2	-1	2	-1.6	2	0.8	-1.3	0	-1.9	2	-0.8
Cc1ccccc1C(=O)N1CCN(c2ccc(NC(=O)c3cccs3)cc2)CC1	-3.0	5	-10	-1.5	2	-3.1	-1.3	-4	-1.9	-12	-2.4
Nc1ccc(Nc2ccccc2)cc1	-0.7	20*	3	-0.4	-3	-1.7	-0.7	-5	1.9	-3	4.7
CC(=O)N(C1=C(Cl)C(=O)c2ccccc2C1=O)C1CCCCC1	-1.5	-11	-9	-0.9	-19	-0.3	-3.2	-2	-0.9	-39	-2.4
COC(=O)[C@@]1(Cc2ccccc2)[C@H]2c3cc(C(=O)N4CCCC4)n(Cc4ccsc4Br)c3C[C@H]2CN1C(=O)c1ccccc1	-1.0	-24	2	-1.1	-4	2.4	.	3	-0.9	-9	.
C=CCn1c(SC)nccc1=O	0.0	6	4	-0.3	-2	-1.3	0.1	-1	1.2	0	-0.6
Cc1nc(NC(=O)/C=C/c2ccccc2)sc1C(=O)N(C)C	0.6	13	-6	-0.6	-14	10*	0.3	3	4.0	-21	2.5
CC(=O)c1cccc(S(=O)(=O)NC2CC2)c1	0.4	8	-4	-0.6	-2	-0.6	1.9	-4	0.3	2	-3.0
O=C(COc1ccc(Cl)cc1Br)N1CCN(c2ncccn2)CC1	-0.3	1	-9	-0.8	-4	1.7	0.5	-12	-1.1	-18	-1.3
CC(C)CC(CC(C)C)=NNC(=O)c1ccc(CSc2nncn2C)cc1	0.4	1	-1	-1.2	-2	1.1	2.3	-3	0.6	-1	-0.9
O=C1CCC(C(=O)N2CCSCC2)CN1Cc1cccc(C(F)(F)F)c1 (centres undefined)	-1.1	1	-1	-0.9	-2	-0.3	-0.3	-1	-1.7	-7	0.4
